BH1578 lux ind: inducers of Vibrio cholerae quorum light production without autoinducers, primary screen, BH1578 luxS cqsA deficient, single point; V. cholerae BH1578 lux reporter, luminescence, 6 h; activation, % at 18.7 µM; hit rate 0.16% among 350,000; AID 588436, 2011; in the data active = activation mostly above about 9.7%, no sharp cut-off; inconclusive = no clear call, values can overlap the other calls; inactive = mostly below about 3.7%; note: not every result past the cut was called active; inactives centre near 0; reference of the scale not given here
PriA SSB inh: inhibitors of Klebsiella pneumoniae PriA binding to SSB C-terminal tail, primary screen, biochemical, AlphaScreen | PriA–SSB C-terminal tail interaction (Klebsiella pneumoniae) | inhibition, % at 33 µM | hit rate 0.6% among 430,000 | AlphaScreen SSBct-PriA binding, biotinylated peptide; in the data active = inhibition mostly above about 37%, no sharp cut-off; inactive = mostly below about 20%;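 note: plate controls were negative control peptide for no effect and reference peptide for full effect; strong numbers were not always called active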
PrPC TRFRET: inhibitors of human cell surface prion protein PrPC, primary screen, cell-based, TR-FRET; Major prion protein (Homo sapiens), P04156; TR-FRET read-out; inhibition, % at 13.8 µM; hit rate 0.43% among 370,000; AID 720596, 2013; in the data active = inhibition above about 24%; note: 0% = median of the test wells and 100% = reference compound wells
TcdB inh: TcdB glycohydrolase inhibitors, primary screen, biochemical, single point, plate reader; Toxin B (Clostridioides difficile), P18177; TcdB glycohydrolase enzymatic assay; inhibition, % at 9.99 µM; hit rate 0.24% among 350,000; AID 652162, 2013; in the data active = inhibition above about 10%
Target sequence (P18177 whole entry, looked up): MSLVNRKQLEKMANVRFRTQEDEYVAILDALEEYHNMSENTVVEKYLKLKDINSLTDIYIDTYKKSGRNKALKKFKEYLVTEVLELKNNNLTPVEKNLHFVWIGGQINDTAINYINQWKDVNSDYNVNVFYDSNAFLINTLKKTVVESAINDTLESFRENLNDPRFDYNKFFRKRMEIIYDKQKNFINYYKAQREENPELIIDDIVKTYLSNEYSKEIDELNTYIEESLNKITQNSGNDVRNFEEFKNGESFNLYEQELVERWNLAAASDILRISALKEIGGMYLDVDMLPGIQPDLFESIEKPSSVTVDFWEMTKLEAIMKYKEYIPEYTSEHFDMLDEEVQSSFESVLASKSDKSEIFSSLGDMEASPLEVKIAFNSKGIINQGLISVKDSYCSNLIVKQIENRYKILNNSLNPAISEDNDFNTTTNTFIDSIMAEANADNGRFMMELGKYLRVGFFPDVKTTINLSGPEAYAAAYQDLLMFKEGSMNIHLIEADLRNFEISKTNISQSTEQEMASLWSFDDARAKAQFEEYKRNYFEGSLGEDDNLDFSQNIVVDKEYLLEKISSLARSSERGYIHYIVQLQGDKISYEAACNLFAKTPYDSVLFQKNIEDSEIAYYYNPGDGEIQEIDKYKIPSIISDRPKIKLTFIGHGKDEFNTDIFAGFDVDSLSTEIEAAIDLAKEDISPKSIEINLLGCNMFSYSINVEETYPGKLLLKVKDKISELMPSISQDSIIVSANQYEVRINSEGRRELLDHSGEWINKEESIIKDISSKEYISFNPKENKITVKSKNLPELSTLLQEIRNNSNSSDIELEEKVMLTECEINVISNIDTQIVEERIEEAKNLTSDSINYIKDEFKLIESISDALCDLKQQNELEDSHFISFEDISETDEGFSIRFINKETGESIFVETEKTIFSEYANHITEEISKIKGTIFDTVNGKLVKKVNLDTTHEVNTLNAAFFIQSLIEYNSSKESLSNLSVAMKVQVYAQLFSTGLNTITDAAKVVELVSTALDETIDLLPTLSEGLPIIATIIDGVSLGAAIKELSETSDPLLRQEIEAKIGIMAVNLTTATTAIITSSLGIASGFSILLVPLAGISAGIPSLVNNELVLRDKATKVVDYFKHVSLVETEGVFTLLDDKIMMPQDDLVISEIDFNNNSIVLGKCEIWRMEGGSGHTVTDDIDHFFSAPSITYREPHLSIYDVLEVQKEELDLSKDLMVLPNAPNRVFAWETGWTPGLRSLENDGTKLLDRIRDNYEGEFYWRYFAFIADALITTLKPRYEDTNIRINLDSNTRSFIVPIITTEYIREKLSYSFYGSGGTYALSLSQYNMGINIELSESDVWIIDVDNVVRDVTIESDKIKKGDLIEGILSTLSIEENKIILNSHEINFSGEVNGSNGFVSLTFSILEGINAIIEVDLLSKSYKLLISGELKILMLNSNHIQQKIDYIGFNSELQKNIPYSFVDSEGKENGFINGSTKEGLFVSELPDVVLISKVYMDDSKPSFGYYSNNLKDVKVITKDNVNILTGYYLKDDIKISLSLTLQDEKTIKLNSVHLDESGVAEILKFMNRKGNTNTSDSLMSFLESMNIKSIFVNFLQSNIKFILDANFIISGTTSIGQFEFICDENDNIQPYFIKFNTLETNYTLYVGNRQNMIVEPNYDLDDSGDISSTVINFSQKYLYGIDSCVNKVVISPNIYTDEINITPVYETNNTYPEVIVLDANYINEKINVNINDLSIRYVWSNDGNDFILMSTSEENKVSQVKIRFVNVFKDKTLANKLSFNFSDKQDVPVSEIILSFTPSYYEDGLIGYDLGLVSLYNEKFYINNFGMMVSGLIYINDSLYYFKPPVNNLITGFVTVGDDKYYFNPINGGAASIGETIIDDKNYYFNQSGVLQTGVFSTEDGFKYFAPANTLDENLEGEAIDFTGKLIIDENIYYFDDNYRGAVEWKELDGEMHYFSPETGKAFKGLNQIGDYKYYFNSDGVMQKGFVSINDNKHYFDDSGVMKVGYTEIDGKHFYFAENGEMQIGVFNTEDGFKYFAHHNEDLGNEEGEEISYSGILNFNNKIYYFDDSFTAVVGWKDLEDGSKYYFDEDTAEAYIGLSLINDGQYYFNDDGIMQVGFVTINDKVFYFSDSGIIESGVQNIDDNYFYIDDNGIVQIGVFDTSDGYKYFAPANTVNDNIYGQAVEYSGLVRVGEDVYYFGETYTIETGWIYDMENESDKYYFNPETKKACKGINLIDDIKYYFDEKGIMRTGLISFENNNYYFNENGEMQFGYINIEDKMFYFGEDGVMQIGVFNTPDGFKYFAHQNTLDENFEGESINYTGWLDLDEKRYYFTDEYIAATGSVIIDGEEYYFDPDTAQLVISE
Yp Topo-I inh: Yersinia pestis topoisomerase I inhibitors, primary screen, biochemical, cleavage product accumulation, plate reader, single point | DNA topoisomerase I (Yersinia pestis CO92) | Y. pestis Topo-I cleavage product accumulation | activity, % at 10 µM | hit rate 0.064% among 360,000 | AID 504884, 2011; in the data active = activity above about 50%, passing the limit was not always enough; inconclusive = no clear call, values can overlap the other calls; note: inactives centre near 2
Anthrax LF inh2: Bacillus anthracis LF protease inhibitors, primary screen, biochemical, multiplex microsphere, MLPCN library; Lethal factor (Bacillus anthracis), P15917; multiplex microsphere protease cleavage assay; inhibition, % at 10 µM; hit rate 0.12% among 360,000; AID 588501, 2011; note: plate controls were buffer without enzyme for full effect and enzyme alone for no effect
3CLpro inhibitor: SARS-CoV 3CLpro protease inhibitors, primary screen, biochemical, quenched FRET; Replicase polyprotein 1ab (Severe acute respiratory syndrome coronavirus), P0C6X7; recombinant SARS-CoV 3CLpro, quenched FRET peptide cleavage; inhibition, % at 6 µM; hit rate 0.14% among 290,000; AID 1706, 2009; in the data active = inhibition above about 12%
PfHsp40 yeast: rescue of yeast from PfHsp40 toxicity, primary screen, S. cerevisiae, ATP luminescence | AID 504582, 2011 | growth rescue, % at 12.5 µM | S. cerevisiae expressing PfHsp40, growth rescue | hit rate 0.68% among 340,000; in the data active = growth rescue above about 28%, passing the limit was not always enough; inconclusive = no clear call, values can overlap the other calls;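 note: yeast W303a lacking pdr1 and pdr3 grown in galactose medium; growth measured after three days at 30 °C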
BoNT-A LC inh2: BoNT/A light chain protease inhibitors, primary screen, biochemical, flow cytometry, MLPCN library; hit rate 0.17% among 360,000; multiplex microsphere protease substrate cleavage; AID 588499, 2011; inhibition, % at 10 µM; Botulinum neurotoxin type A light chain protease (Clostridium botulinum A str. ATCC 3502); note: plate controls were buffer without enzyme for full effect and enzyme alone for no effect
* = called active by the depositor; i = inactive; ? = inconclusive; / = no result given. Cut-off read from the data, not from the text of the source, unless noted: active = inhibition above about 30%; inconclusive = no clear call, values can overlap the other calls; inactive = below that. The list is partial; rates above refer to the full screens.

SMILES | BH1578 lux ind | PriA SSB inh | PrPC TRFRET | TcdB inh | Yp Topo-I inh | Anthrax LF inh2 | 3CLpro inhibitor | PfHsp40 yeast | BoNT-A LC inh2
O=S(=O)(c1cccs1)N1CCC2(CC1)OCCO2 | -0.5 | 15 | 9 | -1.0 | 1 | -3 | -3 | -0.9 | -0.5
Cc1cccc(C)c1NC(=O)CNC(=O)c1ccc(N2CCCC2)c([N+](=O)[O-])c1 | -1.3 | 8 | -12 | 0.1 | -1 | -5 | / | -0.9 | 0.5
CC(C)[C@@H](CO)NC(=O)c1ccc2c3n(nc2c1)-c1ccccc1CO3 | -3.7 | 4 | -16 | -0.8 | 3 | 1 | / | -0.8 | 0.5
Cc1cccc(CCNS(=O)(=O)c2ccc(S(=O)(=O)N3CCCCC3)cc2)c1 | -0.4 | -2 | 3 | 2.6 | 4 | -2 | -1 | 0.0 | -0.2
O=C(Nc1ccccc1N1CCCC1)C1=COCCO1 | i | 5 | -11 | 1.5 | 2 | -3 | / | -0.2 | 0.4
O=Cc1c(F)cccc1N1CCCC1 | -0.9 | -9 | 2 | / | 1 | 0 | -5 | 0.5 | -0.3
Cc1cccc(N=C2NC(=O)S/C2=C\c2ccco2)c1 | -0.4 | 16 | 1 | -1.7 | -7 | -2 | -5 | 0.2 | 0.5
O=C(COC(=O)c1cccc(O)c1)Nc1ccc(N2CCOCC2)cc1 | -0.4 | 2 | 5 | 0.7 | -11 | -6 | / | -0.2 | -0.1
CC(=O)c1cccc(OCCCOc2cccc3cccnc23)c1 | i | -17 | -6 | 1.6 | 40 | 0 | 2 | -0.7 | 1.4
c1ccc(C(c2nnnn2Cc2ccco2)N2CCN(c3nc4ccccc4s3)CC2)cc1 (stereo not given) | i | -1 | 2 | / | -1 | -8 | 1 | 1.9 | -0.7
Cc1c(C(=O)N2CCN(c3ccccc3F)CC2)oc2c1C(=O)CC(C)(C)C2 | i | -7 | 3 | 0.9 | 19 | -4 | 0 | -1.2 | 0.3
CC1(C)Cc2c(ccc3ccccc23)C(NNC(=O)c2cccnc2)=N1 | -0.4 | -2 | 4 | / | 12 | 1 | 4 | 1.4 | 0.3
COc1ccc2[nH]c(=O)c(C(c3nnnn3C3CCCCC3)N3CCN(C)CC3)cc2c1 (stereo not given) | -0.4 | 4 | 3 | / | -5 | 5 | -2 | -0.7 | 0.3
Cc1cc(C)cc(OCC(=O)N(C)CC(=O)Nc2ccc(Cl)c(C(F)(F)F)c2)c1 | i | -2 | -1 | -1.0 | -8 | -6 | / | 51* | 0.5
O=c1c(Cl)c(N2CCNCC2)cnn1C12CC3CC(CC(C3)C1)C2 | -1.4 | 7 | -3 | -0.8 | 30 | 2 | -1 | -2.7 | 0.9
Cn1c(=O)c2c(SC3CCCC3)nc(C3CC3)nc2n(C)c1=O | i | 2 | 1 | 0.2 | 5 | -2 | -1 | -0.7 | -0.2
COc1cc(NC(=O)CCc2c(C)noc2C)c(C(=O)O)cc1OC | 1.3 | / | 2 | 3.9 | 2 | 1 | / | / | -1.0
COc1ccc(-c2nc(CS(=O)CC(=O)NCC3CCCO3)c(C)o2)cc1 (stereo not given) | -0.2 | 0 | 10 | -1.1 | -3 | 1 | -2 | -0.3 | -0.4
CCN(CC(=O)Nc1ccc(C)c(S(=O)(=O)N(C)C)c1)Cc1ccccc1 | i | -13 | 2 | 3.0 | 25 | -2 | -5 | -0.5 | -0.8
COc1cccc(C(=O)NCCNC(=O)c2cnccn2)c1 | -0.4 | 2 | -3 | 1.2 | 0 | -4 | 2 | -2.1 | 0.4

Single records (already shown). Order of values: BH1578 lux ind | PriA SSB inh | PrPC TRFRET | TcdB inh | Yp Topo-I inh | Anthrax LF inh2 | 3CLpro inhibitor | PfHsp40 yeast | BoNT-A LC inh2
`Cc1cc(C)cc(OCC(=O)N(C)CC(=O)Nc2ccc(Cl)c(C(F)(F)F)c2)c1` is entered as i | -2 | -1 | -1.0 | -8 | -6 | / | 51* | 0.5
`O=c1c(Cl)c(N2CCNCC2)cnn1C12CC3CC(CC(C3)C1)C2` is entered as -1.4 | 7 | -3 | -0.8 | 30 | 2 | -1 | -2.7 | 0.9

The listing continues:
SMILES | BH1578 lux ind | PriA SSB inh | PrPC TRFRET | TcdB inh | Yp Topo-I inh | Anthrax LF inh2 | 3CLpro inhibitor | PfHsp40 yeast | BoNT-A LC inh2
COc1ccc(C2CC(c3cccs3)n3nc(N)nc3N2)cc1 (stereo not given) | -0.4 | -17 | -34 | 1.2 | 11 | -9 | -4 | -1.1 | 1.2
COc1ccc(/C=C2\SC(=O)N(CCCC(=O)Nc3cc(Cl)ccc3C(=O)O)C2=O)cc1 | / | 5 | -6 | 1.2 | 12 | -4 | / | 5.5 | 0.0
COc1cccc(OC)c1C1=NC(C)(C)CO1 | -0.7 | -3 | 10 | 0.4 | 0 | 0 | -4 | 13 | -2.3
C=CCN(c1nc(C)cc(OC)n1)S(=O)(=O)c1ccc(C)cc1 | -0.9 | -39 | 2 | 0.7 | 19 | 12 | 4 | 0.6 | 3.6
COc1ccc(C(N)=O)cc1NC(=O)c1cccc(F)c1 | / | -5 | 0 | / | 6 | -2 | -3 | 0.4 | -0.3
CC(C)(C)Nc1nc(SCC(=O)Nc2ccccc2Cl)nc(N2CCOCC2)n1 | i | 8 | 3 | 0.5 | 37 | -4 | 0 | 1.0 | -0.7
COc1ccc(N(CC(=O)NCc2ccccc2)S(=O)(=O)c2c(C)noc2C)cc1 | -0.4 | -9 | 9 | / | 4 | ? | -1 | 0.0 | -15
Cn1c(C(=O)NCCCN2CCN(c3ccccc3F)CC2)cc2c(=O)n(C)c3ccccc3c21 | 0.4 | -8 | -13 | 0.7 | 31 | 4 | -4 | 0.1 | 0.6
O=C(COC(=O)COc1cccc(F)c1)Nc1nc2ccccc2s1 | 2.3 | -13 | 6 | 0.5 | -10 | 3 | / | 0.2 | 2.1
COc1ccc(C2c3cc4c(cc3OC(NNC(N)=O)C2C)OCO4)cc1 (stereo not given) | 5.6 | / | -5 | -0.6 | 4 | -4 | / | -1.6 | -0.4
CCOC(=O)C(=O)Nc1nc(-c2ccccc2)c(CC)s1 | i | -14 | -3 | / | 0 | -4 | 0 | 0.2 | -0.9
COc1ccccc1NC(=O)c1ccc(NC(=O)COC(=O)c2cccnc2Cl)cc1 | / | 0 | 0 | 0.1 | 14 | -2 | / | -0.2 | -0.1
O=C(Cc1ccc(F)cc1)N1CCN(c2ccc([N+](=O)[O-])cc2)CC1 | -0.4 | 8 | -11 | -0.1 | 2 | 6 | 3 | 0.2 | -0.9
Cc1nc2ccc(Br)cc2c(=O)n1Cc1cccs1 | -0.4 | 6 | -2 | 0.2 | 9 | -7 | / | -2.2 | 0.1
CCOc1ccccc1N1CCN(CC(O)COC2CCCc3ccccc32)CC1 (stereo not given) | -0.5 | -2 | 4 | -0.4 | 20 | -10 | -5 | 0.3 | -2.6
Cc1ccc(S(=O)(=O)N2CC(=NO)C2)cc1 | -0.2 | -13 | 0 | / | 8 | -2 | -5 | -1.0 | 2.4
CSc1ccc(NC(=O)NCCN2CCc3ccccc3C2)cc1 | -5.4 | 17 | 0 | / | 9 | -8 | -2 | 0.0 | -1.0
CN1CCC(=O)N(CCOc2ccccc2)CC1 | i | 13 | -7 | 0.5 | -6 | 4 | -2 | -0.9 | -0.4
Cc1ccc(C)c(NC(=O)NCCN2CCCCC2)c1 | -0.9 | 2 | 6 | 0.8 | -2 | -6 | 3 | -0.5 | -6.7
COc1ccc(NC(=O)CC2Oc3ccc(C)cc3NC2=O)cc1 (stereo not given) | 0.0 | 1 | -2 | -0.4 | -8 | -6 | -2 | 0.4 | -0.6
COc1ccc(/C=C/c2nc(S(=O)(=O)c3ccccc3)c(NCCCN(C)C)o2)cc1OC | -0.9 | -5 | -19 | 1.4 | -24 | -2 | -1 | -1.1 | -1.8
CC(NC(=O)NC(=O)c1ccc(Cl)cc1)c1ccccc1 (stereo not given) | i | -8 | 6 | -0.7 | 7 | 1 | 5 | -0.9 | 0.8
CCC(C(=O)N1CCN(c2ccccc2OC)CC1)c1ccccc1 (stereo not given) | -0.4 | -10 | -2 | 0.3 | 20 | -1 | 5 | -0.7 | -0.9
CCOC(=O)C1CCCN(S(=O)(=O)c2cccc3cccnc23)C1 (stereo not given) | -1.9 | -10 | 4 | / | 0 | -5 | 0 | -1.1 | 1.7
CCOc1ccc(C(C(=O)NCC2CCCO2)N(C(=O)c2snc(C(N)=O)c2N)c2cccc(F)c2)cc1 (stereo not given) | -0.2 | -5 | -4 | 0.6 | 27 | 3 | -3 | -1.0 | 2.7
O=C(N/N=C/c1ccc[nH]1)c1ccc2c(c1)OCO2 | -0.5 | / | 7 | 0.9 | -5 | 0 | -1 | 0.6 | -0.3
CCc1ccc(S(=O)(=O)N2c3ccc(C)cc3C3CN(C)CCC32)cc1 (stereo not given) | -0.5 | 2 | -9 | -2.0 | -5 | / | / | 0.2 | /
COc1cc(C(=O)c2ccccc2)c([N+](=O)[O-])cc1OC | 1.2 | -8 | -9 | 0.1 | -9 | 3 | -1 | / | -1.4
N#Cc1ccc[n+](CC(=O)c2ccc(Cl)cc2)c1 | -0.8 | -6 | 3 | -0.3 | -3 | 4 | -3 | -0.5 | 3.8
O=C(CSc1nc2ccccc2c(=O)n1NC(=O)Cc1ccccc1)NCCc1ccccc1 | i | -12 | 5 | / | 3 | -2 | -2 | 0.8 | 2.6
Cc1cccc2c1NC(=O)C2=O | 1.2 | -10 | -9 | 1.7 | -7 | 3 | / | 0.4 | -0.5
Cc1cc(C(=O)COC(=O)C2=NNC(=O)CC2)c(C)n1CCc1ccccc1 | -0.9 | 17 | 9 | -1.3 | 4 | -1 | 8 | 1.4 | -0.3
COc1cc(C(=O)N2CCN(C(=O)C3CC3)CC2)cc(OC)c1OC | i | -1 | 6 | / | 0 | 1 | 0 | 7.1 | 0.1
COc1ccccc1NC(=O)C(=O)N1N=C(C(C)C)CC1(O)C(F)(F)F (stereo not given) | 7.1 | -5 | 3 | / | 2 | -1 | 1 | -0.7 | -0.8
OCC1(Cc2ccccc2)CCCN(Cc2ccc(-c3ccco3)cc2)C1 (stereo not given) | i | -9 | -7 | 0.4 | 20 | -4 | 4 | 0.1 | 0.1
Cc1ccc(NC(=O)c2nc[nH]c2C(=O)N2CCN(C(=O)OC(C)(C)C)CC2)cc1 | -0.6 | 2 | -5 | 1.8 | -10 | -4 | / | -0.2 | -0.3
O=C(Nc1ccncc1)Nc1cccc(C(F)(F)F)c1 | -0.7 | -4 | 4 | -0.9 | 2 | -2 | -1 | -0.6 | -1.7
Cc1ccc(-c2nnc(SCC(=O)NC3CC3)o2)cc1 | -0.3 | -2 | 3 | -0.5 | 7 | -1 | 2 | -0.5 | 0.2
Cc1ccccc1NC(=O)OCc1ccccc1 | -0.6 | -26 | -8 | -0.1 | 2 | -4 | -2 | 0.4 | -4.1
CCOC(=O)N1CCN(c2cc(C)nc3nc(C)nn23)CC1 | -0.3 | 5 | 3 | -4.9 | -9 | -5 | -2 | -1.4 | 0.3
Cc1ccccc1COc1cccn2c(N(C)C(=O)CCC3CCCC3)c(C)nc12 | 0.2 | / | 16 | 1.1 | 22 | -2 | / | / | -0.1
O=C(c1ccccc1)c1c[nH]c(C(=O)NNc2ccccc2)c1 | -0.4 | -8 | 27* | -4.2 | 10 | 4 | -1 | 0.8 | -0.5
CC(C)c1ccc(NC(=O)COc2nnc(-c3cccs3)c(-c3cccs3)n2)cc1 | -4.3 | 10 | -6 | / | 2 | -1 | 1 | 0.3 | 6.5

Compound activity from PubChem BioAssay.
